# Bioassay records as filed in PubChem.
# IP6K1 inh: blocks human inositol hexakisphosphate kinase 1. activity change, % (series mostly up to about 58 µM). hit rate 0.81% among 140,000. AID 1645851. IP6K1 kinase, ADP-Glo luminescence, 2 h; active compounds read low; in the data active = activity change below about -25%
#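 ADP-Glo luminescence measures ADP made by human IP6K1 during a 2 h RT reaction with ATP/IP6 (mix at 1.3 mM/130 uM); top library doses 57.5 and 19.1 uM final.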
# SNCA viab count: cell viability loss counter-screen; AID 1671193; hit rate 0.12% among 150,000; Potency, µM (highest dose often 57.1 µM), for the others: at the highest dose activity change, negative = cytotoxicity, hits mostly cytotoxic; HEK-293-SNCA-luc viability, GF-AFC fluorescence, 24 h;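 also: potency is read from the fitted curve at half-maximal effect; 0% = DMSO-treated cells and -100% = medium-only wells without cells; nearly all actives have a fitted effect of over 30% in size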
#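 HEK-293-SNCA-luc cells (1500/well) plated 24 h, then exposed 24 h to a dilution series; GF-AFC added 30 min at 37C, fluorescence 405/540 nm; normalised to medium-only and DMSO wells, Hill fit.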
# Luciferase inh: Photinus pyralis luciferase inhibition | AID 1347043 | purified P. pyralis luciferase, luminescence, biochemical | Potency, µM (series often up to 115 µM), without a hit: top-dose activity change, negative = inhibition, most hits filed as inhibitors | hit rate 2.5% among 76,000; also: potency is read from the fitted curve at half-maximal effect; nearly all actives have a fitted effect of over 65% in size
# Target sequence (P08659 whole entry, looked up): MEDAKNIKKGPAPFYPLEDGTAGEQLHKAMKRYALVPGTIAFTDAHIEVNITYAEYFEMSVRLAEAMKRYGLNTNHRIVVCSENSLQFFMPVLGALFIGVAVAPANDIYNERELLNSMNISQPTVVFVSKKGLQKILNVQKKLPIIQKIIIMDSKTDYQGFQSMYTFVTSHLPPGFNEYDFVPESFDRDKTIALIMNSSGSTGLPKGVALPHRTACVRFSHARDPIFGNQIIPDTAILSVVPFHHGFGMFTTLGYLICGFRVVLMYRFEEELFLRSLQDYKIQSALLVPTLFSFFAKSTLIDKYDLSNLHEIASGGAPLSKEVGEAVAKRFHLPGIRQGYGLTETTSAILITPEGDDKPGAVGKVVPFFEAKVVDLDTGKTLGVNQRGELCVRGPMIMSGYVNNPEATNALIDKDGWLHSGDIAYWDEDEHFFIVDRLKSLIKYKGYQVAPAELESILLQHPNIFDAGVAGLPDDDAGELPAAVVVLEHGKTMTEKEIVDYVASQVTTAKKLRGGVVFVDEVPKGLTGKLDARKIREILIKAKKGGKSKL
#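 Purified 10nM P. pyralis luciferase with 10uM D-luciferin and 10uM ATP in 50mM Tris acetate pH 7.5, 10mM Mg acetate, 0.01% Tween-20, 0.05% BSA. qHTS titration; luminescence read by CCD imager.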
# HEK cytotox: cytotoxic compounds in HEK 293 cells; Potency, µM (series often up to 115 µM), inactives show at the top dose activity change, negative = cytotoxicity, most hits filed as inhibitors; HEK 293 viability, ATP luminescence (CellTiter-Glo), 48-72 h; AID 1345083; hit rate 6.6% among 94,000; also: potency is read from the fitted curve at half-maximal effect; nearly all actives have a fitted effect of over 60% in size
#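 Read-out: CellTiter-Glo ATP luminescence. Cells: HEK 293, 250 cells/well. Exposure: 48 or 72 hr, 37 degree Celsius.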
# NIH3T3 tox: NIH 3T3 cell cytotoxicity. NIH 3T3 viability, CellTiter-Glo ATP luminescence, 48-72 h. Potency, µM (titrated, usually from 96.7 µM), for inactives: top-dose activity change, negative = cytotoxicity, most hits filed as inhibitors. hit rate 4.3% among 94,000. AID 1345082; also: potency is read from the fitted curve at half-maximal effect; nearly all actives have a fitted effect of over 55% in size
#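 Viability of NIH 3T3 cells after 48 or 72 hr compound treatment at 37 °C was assessed by CellTiter-Glo, with luminescence imaged following a 10 min room-temperature step.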
# GPT2 inh: inhibitors of human GPT2 alanine aminotransferase | Q8TD30 | Recombinant GPT2, coupled pyruvate oxidase/HRP Amplex Red fluorescence | Potency, µM (top dose mostly 57.7 µM), for inactives: at the highest dose activity change, negative = inhibition, actives largely listed as inhibitors | hit rate 0.25% among 100,000 | AID 1671188; also: potency is read from the fitted curve at half-maximal effect; nearly all actives have a fitted effect of over 60% in size; many of its hits are not listed in these tables
# Target sequence (Q8TD30 whole entry, looked up): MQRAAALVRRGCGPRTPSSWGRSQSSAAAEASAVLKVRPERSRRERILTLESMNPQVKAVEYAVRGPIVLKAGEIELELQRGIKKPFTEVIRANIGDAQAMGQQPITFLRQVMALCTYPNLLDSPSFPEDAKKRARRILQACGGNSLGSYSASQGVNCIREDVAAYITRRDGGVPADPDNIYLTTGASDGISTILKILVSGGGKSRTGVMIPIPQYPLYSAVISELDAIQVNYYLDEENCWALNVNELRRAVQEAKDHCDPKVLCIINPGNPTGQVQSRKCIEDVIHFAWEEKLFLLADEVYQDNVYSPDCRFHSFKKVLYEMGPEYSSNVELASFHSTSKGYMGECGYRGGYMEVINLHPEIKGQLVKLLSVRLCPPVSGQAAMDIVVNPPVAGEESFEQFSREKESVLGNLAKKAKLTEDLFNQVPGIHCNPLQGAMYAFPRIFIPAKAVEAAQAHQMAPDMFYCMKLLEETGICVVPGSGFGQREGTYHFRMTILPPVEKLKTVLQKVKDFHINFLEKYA
#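 Fluorescence of coupled pyruvate oxidase/HRP/Amplex Red system (50uM Amplex, 30 min, dark) reports pyruvate formed by GPT2. Enzyme reaction: 10ng/uL GPT2, 2mM L-alanine, 250uM a-KG, 30 min room temperature, pH 7.5; 50uM AOA control.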
# SNCA expr inhib: inhibitors of alpha-synuclein (SNCA) gene expression | HEK-293 SNCA-luciferase knock-in, luminescence, 24 h | Potency, µM (titrated, usually from 57.2 µM), for the others: at the highest dose activity change, negative = inhibition, hits mostly inhibitors | hit rate 0.17% among 140,000 | AID 1671194;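 also: potency is read from the fitted curve at half-maximal effect; plate controls were DMSO cells for no effect and cell-free wells for full effect; nearly all actives have a fitted effect of over 45% in size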
# * hit, by the source's call; i = inactive; ? = inconclusive; . = not tested or not shown; [ ] = dose if it differs, or a comment. Unless noted, calls follow the shape of the dose curve; as a rule, active = well fitted curve in the direction sought with a large enough effect; inconclusive = small, poorly fitted or top-dose-only effect, or another doubt; inactive = no such curve, though single readings can be large; an effect the other way counts as inactive or inconclusive. Unless noted, % is scaled to controls: 0 for no effect and ±100 for the full control effect. These rows are one share of the data; rates above refer to the full screens.
# Below each SMILES – IP6K1 inh	SNCA viab count	Luciferase inh	HEK cytotox	NIH3T3 tox	GPT2 inh	SNCA expr inhib
- COCc1ccc2c(c1)c(OC(C)(C)C(=O)NC1CC1)nn2Cc1ccccc1
  -3.8	-4.1%[87.6 µM]	-1.4%[172 µM]	?	?	-15.5%[88.5 µM]	23.6%[87.6 µM]
- O=C(Nc1ccc(C(F)(F)F)cc1)N1CCCC(Cn2cnc3cccnc32)C1 (stereo not drawn)
  3.0	7.3%	2.2%	?	-28.4%	2.0%	0.7%
- N#Cc1cccc(C(=O)N2CCC3(CC2)CC(Cc2ccc(F)cc2)CCO3)c1 (stereo not drawn)
  15.8	3.2%	3.1%	?	?	i	-11.1%
- COc1ccc2c(Sc3ccc(C)cc3)c(C(=O)NC(C)c3ccccc3)[nH]c2c1 (stereo not drawn)
  26.2	-2.7%	.	.	.	.	9.1%
- O=C(COc1ccc(F)cc1)N1CC(CNC(=O)N2CCCC2)C2(CCOCC2)C1 (stereo not drawn)
  18.6	3.3%	.	-8.0%	-17.9%	i	-5.2%
- COc1cccc(CC(=O)N2CCc3nnc([C@@H]4C[C@@H](O)CN4C(C)C)n3CC2)c1
  10.4	-11.0%	0.1%	-11.5%	-23.3%	i	-4.9%
- Cc1ccc(-n2c(SCC(N)=O)nc3c(oc4ccccc43)c2=O)cc1
  -2.0	-13.4%	.	.	.	.	28.1%
- CS(=O)(=O)N1CCC(CC(=O)N2CCCC2)C1 (stereo not drawn)
  -4.7	3.9%[12.5 µM]	-9.4%	-2.8%	-2.1%	i	-6.8%
- CC(=O)N1CC2(CCCN(C3COC3)C2)Cc2ccccc21 (stereo not drawn)
  0.9	0.0%[87.6 µM]	.	i	i	i	3.9%[87.6 µM]
- O=C(c1ccco1)N1CCC(C2CCN(Cc3cccnc3)CC2)C1 (stereo not drawn)
  17.1	-12.1%	-8.1%	-5.9%	3.1%	i	-21.7%
- CCCC(=O)C1CCN(c2ncnc3c2CN(C(=O)c2ccc(-c4ccccc4)cc2)CC3)CC1
  1.9	-20.5%	.	.	.	i	.
- CCOC(=O)CC(NC(=O)CCc1c(C)nc2c(-c3ccccc3)c(C)nn2c1C)c1ccc(C)cc1 (stereo not drawn)
  17.3	-15.1%	.	.	.	.	?
- CCc1ccc(NC(=O)C2CCC(CNS(=O)(=O)c3ccc4c(c3)CC(C)N4C(C)=O)CC2)cc1 (stereo not drawn)
  23.0	2.6%	.	.	.	.	-5.4%
- CCOC(=O)c1cccc(Nc2c3c(nc4ccccc24)CCC3)c1
  0.0	?	.	.	.	.	?
- COc1c(N2CC3CCCNC3C2)c(F)cc2c(=O)c(C(=O)O)cn(C3CC3)c12 (stereo not drawn)
  3.2	2.0%	.	.	.	i	.

# New compounds follow:
# Below each SMILES – IP6K1 inh	SNCA viab count	Luciferase inh	HEK cytotox	NIH3T3 tox	GPT2 inh	SNCA expr inhib
- Cc1cc(Cl)ccc1NC(=O)C1CCCN1S(=O)(=O)c1ccc2c(c1)CCCC(=O)N2 (stereo not drawn)
  -14.1	9.2%	.	.	.	.	-22.5%
- COc1ccccc1NC(=O)CCn1nc(-c2ccccc2)c2ccccc2c1=O
  0.1	-12.4%	.	.	.	.	?
- O=C(CN1C(=O)CCc2cc(S(=O)(=O)N3CCOCC3)ccc21)NCc1ccccc1
  -8.0	2.2%	.	.	.	.	6.6%
- COc1ccc(CNc2nc(-c3ccco3)nn2C(=O)c2ccccc2C)cc1
  -17.4	1.9%	.	.	.	.	30.6%[activator]
- CN(CC1CCOC1)S(=O)(=O)c1cccs1 (stereo not drawn)
  7.0	-2.5%	9.4%	-0.8%	i	-1.4%	5.5%
- COCCN1CCC2(C1)CN(C)c1ccc(C(=O)NCC3CC3)cc12 (stereo not drawn)
  -2.9	1.7%[87.6 µM]	-10.8%[172 µM]	-27.5%[172 µM]	?	-29.9%[88.5 µM]	14.3%[87.6 µM]
- CCc1cccc(Nc2ncncc2-c2nc(-c3ccccc3)no2)c1
  -4.2	-12.3%	-1.5%	i	2.0%	i	-17.4%
- O=C(c1cccnc1OC1CCN(C(=O)C2CC2)C1)N1CCCCC1 (stereo not drawn)
  -1.1	12.4%	2.6%	-1.5%	-19.4%	-9.5%	-8.2%
- COc1ccc(-c2n[nH]c3c2C(c2ccc(O)cc2)N(c2ccc(Br)cc2)C3=O)cc1 (stereo not drawn)
  11.3	3.8%	.	.	.	.	-26.4%
- Oc1c(Br)cc(Br)cc1-c1nc2ccccc2s1
  -6.0	4.7%	.	.	.	.	-10.7%
- C[C@@H](O)[C@H](N)C(=O)O
  35.3	-19.5%[12.5 µM]	.	.	.	-5.2%[27.3 µM]	-6.2%[17 µM]
- COc1ccc(OCc2nc(C)c(CCO)c(=O)n2CC(=O)Nc2ccccc2C)cc1
  -4.0	7.8%	3.7%	i	2.5%	i	-18.9%
- CC(C)NC(=O)c1cc(-c2ccc(Cl)cc2Cl)nc2c1cnn2C
  -4.0	0.4%	.	-29.6%	?	i	-11.2%
- Cc1cccc(NC(=O)C2CC(=O)N(c3n[nH]c4ccccc34)C2)n1 (stereo not drawn)
  24.0	1.8%	-2.6%	12.8%	-17.1%	-18.6%	-14.1%
- Fc1ccc2nc(CO[C@H]3CN(Cc4ccc5ccccc5n4)C[C@H]3F)[nH]c2c1
  -4.1	-13.2%[87.6 µM]	?	89.1µM*	?	4.8%[88.5 µM]	13.2%[87.6 µM]

# Pulled by compound from above:
# Below each SMILES – IP6K1 inh	SNCA viab count	Luciferase inh	HEK cytotox	NIH3T3 tox	GPT2 inh	SNCA expr inhib
- COc1ccc(-c2n[nH]c3c2C(c2ccc(O)cc2)N(c2ccc(Br)cc2)C3=O)cc1 (stereo not drawn)
  11.3	3.8%	.	.	.	.	-26.4%
- COCCN1CCC2(C1)CN(C)c1ccc(C(=O)NCC3CC3)cc12 (stereo not drawn)
  -2.9	1.7%[87.6 µM]	-10.8%[172 µM]	-27.5%[172 µM]	?	-29.9%[88.5 µM]	14.3%[87.6 µM]

# (listing goes on)
# Below each SMILES – IP6K1 inh	SNCA viab count	Luciferase inh	HEK cytotox	NIH3T3 tox	GPT2 inh	SNCA expr inhib
- O=C(NC[C@H]1COCc2nc3cc(F)ccc3n21)c1ccc2c(c1)OCO2
  4.2	-25.6%[87.6 µM]	?	-29.6%[172 µM]	?	-2.9%[88.5 µM]	-14.5%[87.6 µM]
- Fc1ccc(CNCc2cccnc2N2CCN(c3ccccn3)CC2)cc1F
  -5.8	-1.4%	0.0%	?	?	-12.6%	0.6%
- Cc1noc(-c2ccc(OC3CN(C(=O)NCc4ccccc4)C3)cc2)n1
  -7.0	-2.8%	-3.2%	?	?	-2.4%	-2.7%
- COc1ccc(-n2nc(C(=O)N(C)c3cc(C)ccc3C)c3c4ccccc4n(C)c3c2=O)cc1Cl
  0.6	2.3%	.	.	.	.	5.1%
- CC(C)OCCCNC(=O)CCCn1c(SCC(=O)c2ccc(F)cc2)nc2c(sc3ccccc32)c1=O
  10.3	1.0%	.	.	.	.	23.8%
- Cc1ccsc1C(=O)N1CCC2(CC1)NC(=O)N(c1ccccc1)N2
  -16.3	-2.0%	-13.2%	-35.3%	?	?	-18.7%
- O=C1C[C@@H]2CCN(C(=O)NCc3ccccc3)C[C@@H]2CCN1CCN1CCNC1=O
  9.7	5.0%[87.6 µM]	-12.5%[172 µM]	-15.9%[172 µM]	-25.1%[174 µM]	-23.2%[88.5 µM]	25.9%[87.6 µM]
- O=C(N1CC[C@@H](c2ccc3ccccc3c2)[C@H](O)C1)C1(Cn2ccnc2)CC1
  -0.3	8.8%	-13.3%	?	-24.8%	i	-0.9%
- CC(=O)c1cccc(NS(=O)(=O)c2ccc3[nH]c4c(c3c2)CCCCC4)c1
  7.4	1.8%	.	.	.	.	-7.4%
- COc1cccc(N2CCN(C(=O)CCc3c(C)nc4c(c3C)c(=O)n(C)c(=O)n4C)CC2)c1
  38.1	0.2%	.	.	.	.	-19.3%
- CCCN(CCC)CCNC(=O)c1cc(-c2ccc(Br)s2)nc2ccccc12
  6.2	10.8%	.	.	.	.	-25.9%
- CCOC(=O)C1CCCN(C(=O)c2ccc3c(c2)N(Cc2ccccc2)C(=O)c2ccccc2S3=O)C1 (stereo not drawn)
  34.4	-11.0%	.	.	.	.	-5.7%
- COCCn1c2c(c(=O)n1-c1ccccc1)CCN(Cc1cccc(C#N)c1)C2
  0.6	-0.4%[87.6 µM]	3.5%[172 µM]	3.1%[172 µM]	100µM*	i	0.6%[87.6 µM]
- COc1ccc(-c2nnc3n2CCN([S+](=O)([O-])c2cccs2)C3)cc1
  11.7	-13.4%	-0.8%	-15.8%	-23.4%	i	-22.3%
- O=C1NC2(Cc3ccccc31)CN([S+](=O)([O-])c1ccccc1)C2
  12.5	0.8%	.	-14.4%	?	i	-1.0%

# Following part
# Below each SMILES – IP6K1 inh	SNCA viab count	Luciferase inh	HEK cytotox	NIH3T3 tox	GPT2 inh	SNCA expr inhib
- CCCCNC(=O)Cc1csc2nc(C)c(-c3cc(C)n(-c4ccc(C)cc4)n3)c(=O)n12
  32.1	-6.7%	-7.5%	?	-25.3%	i	7.7%
- CCCn1c(CCC(=O)Nc2cc(Cl)c(OC)cc2OC)nc2cccnc21
  29.1	-7.4%	.	.	.	.	?
- CCc1ccc(NC(=O)Cn2c(N3CCN(c4ccccc4)CC3)nc(C)cc2=O)cc1
  2.1	3.4%	9.1%	?	-21.0%	i	-0.8%
- CN(CC(=O)NCc1ccc(F)cc1)S(=O)(=O)c1ccc2[nH]c3c(c2c1)CCCC3
  11.8	-18.9%	.	.	.	.	-29.7%
- Cc1ccc(C(=O)Nc2c(C(=O)NCc3ccc(Cl)cc3)sc3nc(C)cc(C)c23)cc1
  3.3	-0.4%	.	.	.	.	-7.4%
- CC(C)c1ccc(NC(=O)C(Cc2ccccc2)n2cccc2)cc1 (stereo not drawn)
  -8.8	-12.0%	.	.	.	.	?
- CC(C)CCN1CCC(N2CCN(S(=O)(=O)c3ccc(F)cc3)CC2)C1=O (stereo not drawn)
  12.5	-2.8%	-6.7%	-19.0%	-19.6%	i	21.4%
- CCOCc1nc(C2CCCN2S(=O)(=O)c2cccnc2)no1 (stereo not drawn)
  7.8	5.9%	0.0%	-1.8%	-1.0%	0.5%	-15.4%
- CN1CCCC[C@]2(C[C@H](C(=O)O)[C@H](c3ccccc3)N2C(=O)Cc2ccc(F)cc2)C1=O
  -4.6	.	.	-20.8%	?	.	.
- Cc1oc2ncn(CC(C)C)c(=O)c2c1C(=O)NCCCN(Cc1ccccc1)C(C)C
  -28.9*	1.5%	.	.	.	.	20.6%
- O=C(CC[C@@H]1CNC(=O)[C@@H]2C[C@H](NCc3ccc(CO)o3)CN12)NCc1ccccc1
  -4.3	4.4%[87.6 µM]	0.7%[172 µM]	i	-12.1%[174 µM]	?	28.1%[87.6 µM]
- CCC=CC[C@H]1C(=O)CC[C@@H]1CC(=O)OC
  .	-2.1%	.	.	.	i	-9.2%
